# Assay outcomes from PubChem.
# ELG1 genotox – qHTS screen for small molecules that induce genotoxicity in human embryonic kidney (HEK293T) cells expressing luciferase-tagged ELG1 | Potency, µM (highest dose often 46 µM), for the others: top-dose activity change, positive = activation, actives largely listed as activators | HEK293T ELG1-luciferase reporter, luminescence, 16 h | 330,000 tested, 1.3% active; further: potency means the concentration at half of the fitted maximal effect; % of control where 0% means no effect; nearly all actives have a fitted effect of over 60% in size
#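 Cells (2,000/well) expressing the ELG1-luciferase fusion are dosed by pin tool and kept 16 hr at 37 °C, 5% CO2. Signal comes from ONE-Glo luciferase reagent after 30 min at room temperature.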
# Integrin act MD – qHTS for Activators of Integrin-Mediated Alleviation for Muscular Dystrophy; AID 624291, 2012; 350,000 tested, 0.064% active; Potency, µM (doses to about 38.3 µM), for inactives: top-dose activation, hits mostly activators; alpha7betagal myoblasts, beta-gal FDG fluorescence, 48 h;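 further: potency means the concentration at half of the fitted maximal effect; 100% = response of the positive control SU9516; nearly all actives have a fitted effect of over 60% in size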
#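 alpha7betagal+/- myoblasts (passage 13, 250/well) treated 48 h at 37C with compounds at 1:260 dilution of DMSO stock. Lysed, then beta-galactosidase activity read as FDG fluorescence (ex 480/em 540) after 30 min, with pre-read for autofluorescence.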
# p53 reactivation – qHTS assay for re-activators of p53 using a Luc reporter; H1299 p53-A138V BP100-luciferase reporter, luminescence, 24 h; Potency, µM (series often up to 92.2 µM), without a hit: top-dose activity change, positive = activation, usual class: activators; 320,000 tested, 0.063% active; further: potency means the concentration at half of the fitted maximal effect; % of control where 0% means no effect; nearly all actives have a fitted effect of over 45% in size
#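 H1299 (p53-null), stable ts p53-A138V + BP100-Luc; 1000 cells/well, Opti-MEM/10% FBS; cpd 4 pt, 1:5; 24 h, 37 deg C, 5% CO2; detection reagent 10 min RT; luminescence.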
# uPA generation – qHTS for Inhibitors of Cell Surface uPA Generation; 330,000 tested, 0.31% active; Potency, µM (doses to about 38.3 µM), without a hit: top-dose activity change, negative = inhibition, most hits filed as inhibitors; AID 540303, 2011; cell surface uPA generation assay, qHTS; active means well fitted inhibition curve with a large enough effect; inconclusive means small, poorly fitted or top-dose-only effect; inactive means no such curve, though single readings can be large or run the other way; tested in mouse RAW 264.7 cells; further: potency means the concentration at half of the fitted maximal effect; on the % scale 0 is the no-effect control and ±100 the full control effect; nearly all actives have a fitted effect of over 55% in size
# Eya2 inh – qHTS Assay for Inhibitors of the Phosphatase Activity of Eya2 | recombinant Eya2, OMFP fluorescence dephosphorylation (OMFP is methylfluorescein phosphate) | Potency, µM (doses to about 76.9 µM), for the others: at the top dose activity, negative = inhibition, usual class: inhibitors | 330,000 tested, 0.006% active | AID 488837, 2010; further: potency means the concentration at half of the fitted maximal effect; on the % scale 0 is the no-effect control and ±100 the full control effect
#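 Eya2 protein (added as 0.2 uM solution) was preincubated with compound for 10 min at ambient temperature in 50 mM HEPES pH 7.5, 50 mM NaCl, 5 uM MgCl2, 0.05% BSA, 1 mM DTT. OMFP (added at 50 uM) then reacted 10 min; fluorescence read at 485/525 nm.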
# PTAP TSG101 blk – qHTS Assay for Iinhibitors of HIV-1 Budding by Blocking the Interaction of PTAP/TSG101. Fluorescence polarization, FITC-PTAP peptide / Tsg101 binding. Potency, µM (top dose mostly 115 µM), inactives show at the top dose activity change, negative = inhibition, usual class: inhibitors. 340,000 tested, under 10 active. AID 493005, 2010; active means well fitted inhibition curve with a large enough effect in the main read-out, with a control signal flat, not every such curve was filed as active; inconclusive means small, poorly fitted or top-dose-only effect, or effect the other way, or a change in a side signal; inactive means no such curve, though single readings can be large or run the other way; further: potency means the concentration at half of the fitted maximal effect; % of control where 0% means no effect
# Target sequence (Q99816 whole entry, looked up): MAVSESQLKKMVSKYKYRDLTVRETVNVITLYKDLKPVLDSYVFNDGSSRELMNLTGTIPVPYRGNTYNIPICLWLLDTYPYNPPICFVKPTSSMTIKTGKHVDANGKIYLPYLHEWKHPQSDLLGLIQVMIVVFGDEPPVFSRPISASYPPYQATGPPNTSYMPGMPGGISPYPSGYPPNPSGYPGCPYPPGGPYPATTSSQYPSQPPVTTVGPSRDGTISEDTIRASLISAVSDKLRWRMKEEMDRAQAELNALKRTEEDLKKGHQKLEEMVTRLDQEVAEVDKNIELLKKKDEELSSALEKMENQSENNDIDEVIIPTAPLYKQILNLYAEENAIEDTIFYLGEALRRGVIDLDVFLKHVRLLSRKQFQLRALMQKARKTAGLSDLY
#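 Tsg101 binding domain (10 uM final) was mixed with compound and a FITC-labeled PTAP peptide (50 nM final) in HEPES pH 7.5 buffer with NaCl, Tween 20, EDTA and TCEP; fluorescence polarization was read after 20 min at r.t.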
# TRPV1 ag – HTS Assay for Compounds that Act as Agonists of the Vanilloid Receptor 1; Transient receptor potential cation channel subfamily V member 1 (Homo sapiens), Q8NER1; TRPV1-expressing cells, Fluo-8 calcium influx, agonist mode; activation, % at 8.33 µM; 320,000 tested, 0.19% active; in the data active means activation above about 80%; inconclusive means between about 30% and that limit; further: 0% is about no effect
#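 Fluo-8 calcium influx in TRPV1-expressing cells, kinetic read (ex 480/em 520 nm). Compound added and read 3 min for agonist activity, followed by capsaicin at EC20 final and 2 min further read for enhancement.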
# B2AR arrestin – qHTS assay of beta-arrestin-biased ligands of beta2-adrenergic receptor | 330,000 tested, 0.02% active | Beta-2 adrenergic receptor (Homo sapiens), P07550 | beta-arrestin recruitment to beta2AR, cell-based reporter | Potency, µM (top dose mostly 46.1 µM), for the others: at the highest dose activation, hits mostly activators;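 further: potency means the concentration at half of the fitted maximal effect; 0% = DMSO controls and full agonism = EC100 isoproterenol or metaproterenol; nearly all actives have a fitted effect of over 65% in size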
# S-ASM inh – Inhibitors of Secretory Acid Sphingomyelinase (S-ASM): qHTS | 340,000 tested, 0.006% active | placental ASM, HMU-PC fluorogenic substrate, 60 min | Potency, µM (highest dose often 57.5 µM), inactives show top-dose activity change, negative = inhibition, usual class: inhibitors | Sphingomyelin phosphodiesterase (Homo sapiens), P17405; further: potency means the concentration at half of the fitted maximal effect
#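 Fluorogenic HMU-PC substrate (9 uM final) is turned over by placental ASM in 60 min at 37 C after a 10 min compound preincubation. Reaction ended by alkaline stop (pH 10), with fluorescence read at 386/447 nm.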
# BRCA1 expr up – qHTS Assay to Identify Small Molecule Activators of BRCA1 Expression | MCF7-BRCA1-FFLuc reporter, luminescence, 48 h; response scale: scaled: vehicle 0%, 10 µM genistein 100% | Potency, µM (titrated, usually from 46.1 µM), inactives show at the highest dose activation, actives largely listed as activators | 380,000 tested, 1.1% active; further: potency means the concentration at half of the fitted maximal effect; nearly all actives have a fitted effect of over 80% in size; some results filed as inactive show a strong effect at the top dose
#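 MCF7-BRCA1-FFLuc cells, 2000/well in phenol-red-free MEM, attached 2 h then treated 48 h at 37 C. Luciferase luminescence read 15 min after reagent; normalized to genistein maximum activation (10microM) and DMSO, concentration-response fitted.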
# USP2a block – qHTS Assay for Inhibitors of Ubiquitin-specific Protease USP2a Using CHOP2 as the Reporter; Ubiquitin carboxyl-terminal hydrolase 2 (Homo sapiens), O75604; USP2 core, Ub-CHOP2 coupled fluorogenic reporter, 485/531; Potency, µM (top dose mostly 38.3 µM), for the others: at the top dose activity change, negative = inhibition, usual class: inhibitors; 330,000 tested, 0.01% active; AID 463254, 2010;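 further: potency means the concentration at half of the fitted maximal effect; plate controls were DMSO wells for no effect and full inhibition by NEM control for full effect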
# Target sequence (O75604 whole entry, looked up): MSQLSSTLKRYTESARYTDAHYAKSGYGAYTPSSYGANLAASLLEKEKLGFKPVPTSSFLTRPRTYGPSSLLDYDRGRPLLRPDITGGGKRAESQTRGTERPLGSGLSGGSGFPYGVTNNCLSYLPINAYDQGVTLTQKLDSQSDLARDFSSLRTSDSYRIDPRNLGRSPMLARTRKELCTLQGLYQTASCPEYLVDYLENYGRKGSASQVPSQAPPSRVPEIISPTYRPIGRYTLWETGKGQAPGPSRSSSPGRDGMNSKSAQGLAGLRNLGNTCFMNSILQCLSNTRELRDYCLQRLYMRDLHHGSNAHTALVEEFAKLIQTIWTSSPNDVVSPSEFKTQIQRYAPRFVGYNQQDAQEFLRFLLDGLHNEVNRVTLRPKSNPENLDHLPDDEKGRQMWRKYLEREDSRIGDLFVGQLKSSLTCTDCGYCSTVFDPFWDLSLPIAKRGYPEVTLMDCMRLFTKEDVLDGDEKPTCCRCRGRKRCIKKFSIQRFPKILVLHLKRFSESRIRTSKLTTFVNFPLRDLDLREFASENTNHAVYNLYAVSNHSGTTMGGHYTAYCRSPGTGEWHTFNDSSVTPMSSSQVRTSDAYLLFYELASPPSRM
#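 USP2 core (10nM final) preincubated 30min RT with compound in 20mM Tris-HCl pH 8.0, 2mM CaCl2, 2mM beta-mercaptoethanol, 0.05% CHAPS; 25nM Ub-CHOP2 plus 25nM reporter substrate added, fluorescence (Ex485/Em531) read after 60min.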
# Starred values were filed as active, the others as inactive; ? = inconclusive; . = no result given; [ ] = another dose, or the depositor's remark. Unless noted, the call rests on the fitted dose curve; in most records, active means well fitted curve in the direction sought with a large enough effect; inconclusive means small, poorly fitted or top-dose-only effect, or another doubt; inactive means no such curve, though single readings can be large; an effect the other way counts as inactive or inconclusive. Compounds were not picked by outcome. About 2.6% of those tested had a hit in this group.
mol | ELG1 genotox | Integrin act MD | p53 reactivation | uPA generation | Eya2 inh | PTAP TSG101 blk | TRPV1 ag | B2AR arrestin | S-ASM inh | BRCA1 expr up | USP2a block
CCSc1nnc(NC(=O)CSc2nnc(-c3c[nH]c4ccccc34)n2CC)s1 | 2% | -7% | 2% | -4% | 13% | 1% | -3 | 0.5% | -13% | -9% | 0%
C[C@H](CO)N1C[C@H](C)[C@@H](CN(C)S(C)(=O)=O)Oc2c(NC(=O)C3CCCCC3)cccc2C1=O | -1% | 0% | 2% | ? | -19% | . | . | -0.3% | 1% | 21% | 0%
O=C(c1cccnc1)N1CCc2ccccc21 | -1% | -19% | -9% | . | -7% | -1% | 0 | -1.9% | -2% | -27% | 3%
CCc1cc2c(=O)n(-c3ccccc3)cnc2s1 | 7% | 14% | 3% | -7% | 24% | 0% | 1 | -0.2% | 3% | 18µM* | 3%
Cc1ccc(OC(=O)COc2ccccc2C)c(-n2nc3ccccc3n2)c1 | ? | 6% | 40µM* | -16% | -8% | -3% | 9 | -0.7% | -4% | ? | 1%
COc1cc2sc(-c3ccccc3OC)c(-c3ccc(O)cc3)c2cc1OC | -2% | -24% | -5% | ? | -7% | . | . | 0.0% | -3% | -48% | -19%
Cc1cc(C)c(C)c(S(=O)(=O)N[C@@H](C)C(=O)OCc2cc(=O)n3cc(Br)ccc3n2)c1C | -1% | 2% | 15% | -1% | -3% | -6% | -5 | 0.0% | -9% | 19% | -5%
O=C1CN(C(=O)CSc2nnnn2-c2ccc(Cl)cc2)c2ccccc2N1 | 2% | -16% | -8% | -2% | -11% | 1% | 2 | -0.2% | -2% | 2% | 0%
COC(C[C@H]1O[C@H]1[C@H](O)COCc1ccccc1)OC | 3% | 19% | -1% | 8% | -1% | -2% | 1 | -0.1% | 4% | -2% | 0%
COc1cc(C(=O)N(C)CC2CCN(CCc3cccc(C(F)(F)F)c3)CC2)ccc1C | -2% | -46%[inhibitor] | -22% | -1% | 0% | 2% | 4 | -0.2% | -1% | -16% | 0%
Cc1c(-c2ccccc2)oc2c(C(=O)OCC(=O)Nc3cccc(F)c3)cccc2c1=O | 7% | 25% | 0% | 4% | 3% | -2% | 10 | -0.6% | -12% | -23% | 1%
CC1c2[nH]c3ccccc3c2CCN1C(=O)Nc1ccccc1 (stereo unspecified) | -4% | -4% | 25% | -13% | -25% | -5% | ? | 4.8% | -14% | -57% | 0%
O=C(CSc1nc2[nH]ncc2c(=O)[nH]1)NCc1ccc(F)cc1 | 0% | 24% | 0% | 9% | 1% | 1% | -1 | -1.9% | 6% | -9% | 2%
CC(=O)c1c(C)[nH]c(C(=O)NNC(=O)c2ccc(Br)cc2)c1C | -1% | -8% | -3% | -29% | . | -6% | . | 0.0% | -2% | -22% | 1%
COc1ccc(-n2c(C)cc(/C=C3\C(=N)N4N=C(CC(=O)N5CCOCC5)SC4=NC3=O)c2C)cc1 | 6% | -2% | -4% | -29% | 20% | 0% | -9 | 4.8% | 14% | -2% | -6%
CCN(Cc1ccncc1)C(=O)c1cccs1 | -4% | 17% | -4% | . | -7%[15.4 µM] | -10% | 1 | 0.5% | 1% | 7% | ?
CCOC(=O)CNC(=O)CNC(=O)c1ccc(OC)cc1 | 1% | 2% | -1% | -1% | -1% | -12% | 1 | -0.1% | 4% | -3% | 1%
CCOc1cc(C(=O)N(Cc2ccccc2)c2ccc(C)cc2)ccc1OCC(=O)N1CCOCC1 | . | -5% | . | 2% | . | 0% | . | . | 0% | -6% | .
C/C(=C\c1ccccc1)CN1CCN(C(C)C)C(CCO)C1 (stereo unspecified) | -4% | -3% | . | -6% | 2% | 0% | -4 | 0.0% | 0% | -11% | 0%
Cc1c[n+](CC(=O)c2ccccc2)c(C)cn1 | 5% | 0% | 6% | -3% | -4% | -5% | 2 | -0.9% | 3% | -3% | 1%
N#Cc1cccc(-n2c(-c3ccccc3)nnc2-c2ccccc2)c1C#N | 0% | 45%[7.66 µM] | -8% | . | -19% | -5% | 20 | -0.5% | -9% | -40% | -1%
Cn1c(SCc2ccc(Br)cc2)nnc1-c1ccncc1 | 0% | -23% | -2% | -8% | 13% | -5% | 18 | 0.2% | -1% | -9% | 0%
COc1ccccc1N(C)S(=O)(=O)c1ccc(C(=O)Nc2ccc(N3CCOCC3)cc2)cc1 | -11% | 11% | -3% | -4% | 5% | -1% | -5 | 0.0% | -2% | -26% | -1%
Cc1ccc(OCC(=O)N/N=C/c2cccnc2)cc1C | 1% | -7% | -3% | 4% | -5% | -1% | ? | -1.5% | 12% | -29% | 0%

# Some of these compounds in order of SMILES length, ascending.
mol | ELG1 genotox | Integrin act MD | p53 reactivation | uPA generation | Eya2 inh | PTAP TSG101 blk | TRPV1 ag | B2AR arrestin | S-ASM inh | BRCA1 expr up | USP2a block
CCN(Cc1ccncc1)C(=O)c1cccs1 | -4% | 17% | -4% | . | -7%[15.4 µM] | -10% | 1 | 0.5% | 1% | 7% | ?
N#Cc1cccc(-n2c(-c3ccccc3)nnc2-c2ccccc2)c1C#N | 0% | 45%[7.66 µM] | -8% | . | -19% | -5% | 20 | -0.5% | -9% | -40% | -1%
CC(=O)c1c(C)[nH]c(C(=O)NNC(=O)c2ccc(Br)cc2)c1C | -1% | -8% | -3% | -29% | . | -6% | . | 0.0% | -2% | -22% | 1%

# (next part)
mol | ELG1 genotox | Integrin act MD | p53 reactivation | uPA generation | Eya2 inh | PTAP TSG101 blk | TRPV1 ag | B2AR arrestin | S-ASM inh | BRCA1 expr up | USP2a block
CCCNC(=S)N1CCN(c2nc(-c3cccc(OC)c3)cs2)CC1 | -3% | 3% | . | 3% | 1% | -2% | 25 | -0.1% | 1% | -18% | -1%
CCn1c(=O)c(C(=O)NC(C)c2ccccc2)c(O)c2ccccc21 (stereo unspecified) | -5% | ? | 6% | 17% | 6% | -8% | 11 | 0.4% | -14% | -24% | 2%
COC(=O)c1oc2ccc(Br)cc2c1NC(=O)CN1CCN(C)CC1 | . | -19% | . | 11% | . | -14% | . | . | -2% | 0% | .
COc1ccc(/C=C2\SC(=S)N(CC(=O)NC3C=CS(=O)(=O)C3)C2=O)cc1 (stereo unspecified) | 2% | 17% | -5% | -20% | 3% | 1% | -2 | -0.9% | -10% | -32% | 4%
COC(=O)N1CCCc2cc(C)ccc21 | 1% | 34% | 13% | 3% | -1% | -3% | -1 | 0.0% | 0% | 6% | 1%
CC(C)(C)c1ccc(C(=O)Nn2c(CCC(=O)O)ccc2-c2cccs2)cc1 | -8% | 22% | 1% | . | -7% | -2% | -3 | -0.4% | -8% | -25% | 0%
COCCCNc1nc2ccccc2[nH]c1=O | 0% | 19% | -2% | 12% | 6% | 0% | -1 | 0.0% | 8% | 26% | 0%
COc1ccc2c(OC)c3ccoc3nc2c1OC | ? | -4% | 3% | -25% | -18% | -2% | -6 | 0.1% | -2% | 15% | -3%
CC1CCN(C(=O)c2ccc(S(=O)(=O)NCc3ccco3)cc2)CC1 | -3% | -46%[inhibitor] | -1% | 2% | 10% | -2% | 10 | 0.5% | -3% | -29% | 1%
CCCn1nnnc1NCc1ccc(CC)cc1 | -1% | -8% | 10% | -5% | -12% | 0% | 24 | 2.9% | -1% | 8% | 1%
CCOC(=O)c1nnn(CC(=O)N2N=C(c3ccc(Cl)cc3)CC2c2ccc(OC)cc2)c1C(=O)OCC (stereo unspecified) | 12% | 4% | 4% | -2% | 9% | -2% | 4 | -0.6% | -18% | 1% | 1%
Cc1cc(C)nc(SCCC(=O)N(C)C)n1 | 0% | 0% | 1% | 0% | -2% | 0% | 0 | -0.8% | 1% | -3% | -1%
CCOC(=O)c1cc(-c2csc(-c3cccc(Cl)c3)n2)on1 | -1% | 1% | 2% | 1% | -29% | -4% | . | 0.5% | -7% | -9% | -3%
COc1ccc(NC(=O)CN(C)C(=O)c2cccc3ccccc23)cc1 | -2% | 15% | 2% | 18% | -17% | 0% | -1 | 3.8% | 1% | -26% | -2%
